NR1D1 modulator – modulators of Rev-erb alpha DNA binding, primary screen, biochemical, FITC-DNA, fluorescence polarization, uHTS. Rev-erbα–FITC-DNA binding, 90 min. activity, % at 10 µM. actives 0.79% (n = 370,000). AID 1259318, 2017. Nuclear receptor subfamily 1 group D member 1 (Homo sapiens), P20393;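 active means activity above about 14%, limit read from the data; passing the limit was not always enough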;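 further: 0% = DMSO wells with 35 nM protein and 100% = DMSO wells with 750 nM protein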
SMARCA2 activ – SMARCA2 (BRM) function activators, primary screen, cell-based, luminescence, high throughput; MG213 cells, MMTV-luciferase reporter, dexamethasone, overnight; activation, % at 9.1 µM; actives 1% (n = 370,000); AID 652017, 2013; in the data active means activation above about 7.8%;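 further: 0% = vehicle wells and 100% = reference activator wells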
HTRA1 inh – HTRA1 serine protease inhibitors, primary screen, biochemical, fluorescence polarization, HTS. recombinant HTRA1, FP-rhodamine activity-based probe. inhibition, % at 5.96 µM. actives 0.5% (n = 340,000). Q92743; in the data active means inhibition above about 36%;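 further: 0% = enzyme with DMSO and 100% = wells lacking enzyme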
ASAP1 GAP inh – inhibitors of human ASAP1 ArfGAP activity, primary screen, biochemical, fluorescence polarization | ASAP1-stimulated ARF1 GTP hydrolysis, GDP FP detection | inhibition, % at 16.5 µM | Arf-GAP with SH3 domain, ANK repeat and PH domain-containing protein 1 (Homo sapiens), … | AID 624377, 2012 | actives 0.19% (n = 360,000); in the data active means inhibition above about 25%;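 further: 0% = vehicle with enzyme and substrate and 100% = no enzyme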
ARFGAP1 inh – inhibitors of rat ARFGAP1 GAP activity, primary screen, biochemical, fluorescence polarization, GDP tracer. ADP-ribosylation factor GTPase-activating protein 1 (Rattus norvegicus), Q62848. Arfgap1-stimulated ARF1 GTP hydrolysis, GDP FP detection. inhibition, % at 16.5 µM. actives 0.26% (n = 360,000). AID 651572, 2012;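 active means inhibition above a per-plate limit, mean inhibition of low control wells plus 3 SD, cut at about 25% in these data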;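 further: 0% = DMSO wells with enzyme and 100% = wells lacking Arfgap1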
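Assay system: Rat Arfgap1 GAP domain (His6, aa 1-136), purified enzyme | Buffer or medium: HEPES 25 mM pH 7.5, NaCl 150 mM, MgCl2, DTT | Schedule: GTP hydrolysis reaction 2 h at 25 °C | Signal: FP of antibody-bound GDP Alexa 633 tracer, ex 620/em 688 nm | Measure: Percent inhibition of Arfgap1-stimulated GTP hydrolysis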
GC-B act – human GC-B receptor activators, primary screen, HEK293 GC-B cells, cGMP TR-FRET, EC30 CNP; Atrial natriuretic peptide receptor 2 (Homo sapiens), P20594; AID 1920062, 2024; activation, % at 10 µM; actives 0.11% (n = 370,000); 0% at EC30 CNP, 100% saturating CNP;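 active means activation at 10 µM reaching about 35% in either raw or pattern-adjusted values, limit read from the data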
ABHD4 inh – ABHD4 inhibitors, primary screen, biochemical, fluorescence polarization, mouse. inhibition, % at 8.92 µM. purified mABHD4, FP-Rh probe fluorescence polarization. actives 0.54% (n = 370,000). (Lyso)-N-acylphosphatidylethanolamine lipase (Mus musculus), Q8VD66;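 active means inhibition exceeding the mean over every tested compound plus 3 SD, cut at about 30% in these data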;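 further: 0% = plate median of compound wells and 100% = S159A mutant with DMSO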
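Doses – 8.92 µM, single dose · Material – wild-type mouse ABHD4 protein · Replication – single well per compound (singlicate) · Measure – percent inhibition of probe binding, normalized to plate controls · Schedule – 45 min compound pre-incubation plus 60 min probe step, 25 °C · Detection – fluorescence polarization with parallel and perpendicular emission, 525/598 nm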
PG9 Ab binder – binders of HIV-1 gp120 antibody PG9, primary screen, biochemical, TR-FRET | actives 0.43% (n = 360,000) | TR-FRET gp120-PG9 antibody binding | inhibition, % at 6.7 µM | AID 624416, 2012 | HIV-1 gp120 / PG9 antibody interaction; in the data active means inhibition above about 8.5%
GC-A act – GC-A stimulated cGMP production enhancers – HEK293 GC-A cells, cGMP TR-FRET, EC30 ANP, primary screen | Atrial natriuretic peptide receptor 1 (Homo sapiens), P16066 | 0% at EC30 ANP, 100% saturating ANP | activation, % at 10 µM | actives 0.14% (n = 370,000) | AID 1671463, 2021; in the data active means activation above about 40%
Target sequence (P16066 whole entry, looked up): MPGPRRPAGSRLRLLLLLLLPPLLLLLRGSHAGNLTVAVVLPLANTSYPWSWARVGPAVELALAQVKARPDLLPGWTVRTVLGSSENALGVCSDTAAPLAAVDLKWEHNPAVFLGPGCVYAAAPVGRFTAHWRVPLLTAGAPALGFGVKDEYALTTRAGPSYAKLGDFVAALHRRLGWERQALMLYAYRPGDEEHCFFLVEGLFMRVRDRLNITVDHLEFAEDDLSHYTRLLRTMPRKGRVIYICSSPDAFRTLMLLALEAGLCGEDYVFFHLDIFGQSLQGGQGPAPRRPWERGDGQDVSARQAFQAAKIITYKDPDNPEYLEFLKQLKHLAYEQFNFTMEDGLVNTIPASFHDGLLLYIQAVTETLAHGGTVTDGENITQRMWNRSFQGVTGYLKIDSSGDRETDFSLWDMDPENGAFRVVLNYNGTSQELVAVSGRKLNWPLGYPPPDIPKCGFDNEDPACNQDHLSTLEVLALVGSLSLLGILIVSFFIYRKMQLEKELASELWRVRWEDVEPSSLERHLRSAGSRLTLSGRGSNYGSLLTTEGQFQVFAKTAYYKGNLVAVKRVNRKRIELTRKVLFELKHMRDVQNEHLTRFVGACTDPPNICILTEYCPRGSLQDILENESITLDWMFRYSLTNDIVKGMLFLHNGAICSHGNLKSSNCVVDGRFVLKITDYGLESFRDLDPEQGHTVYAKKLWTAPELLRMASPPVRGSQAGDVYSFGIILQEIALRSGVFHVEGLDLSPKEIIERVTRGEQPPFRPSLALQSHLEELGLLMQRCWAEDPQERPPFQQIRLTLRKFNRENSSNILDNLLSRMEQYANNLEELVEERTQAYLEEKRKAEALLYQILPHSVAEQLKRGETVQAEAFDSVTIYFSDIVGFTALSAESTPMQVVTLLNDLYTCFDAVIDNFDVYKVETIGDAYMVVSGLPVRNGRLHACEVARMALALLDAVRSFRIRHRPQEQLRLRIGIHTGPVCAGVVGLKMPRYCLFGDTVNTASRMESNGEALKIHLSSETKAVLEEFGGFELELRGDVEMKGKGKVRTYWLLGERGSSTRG
rCAG RNA binder – binders of r(CAG) RNA repeats, primary screen, biochemical, fluorescence; actives 1.3% (n = 370,000); AID 651821, 2012; inhibition, % at 3 µM; r(CAG) RNA repeat, TO-PRO-1 dye displacement fluorescence;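 active means inhibition above the plate cutoff, the mean of all test compounds on that plate plus 3 SD, cut at about 35% in these data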;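 further: 0% = DMSO alone and 100% = 100 µM mitoxantrone as full dye displacement; higher means more dye released from RNA so lower well fluorescence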
* = called active by the depositor; . = not tested or not shown.

SMILES	NR1D1 modulator	SMARCA2 activ	HTRA1 inh	ASAP1 GAP inh	ARFGAP1 inh	GC-B act	ABHD4 inh	PG9 Ab binder	GC-A act	rCAG RNA binder
CSc1nc2ccccc2n1CC(=O)Nc1ccccc1	-1	-4	-3	3	6	0	2	-1.6	-1	2
Cc1ccc(-n2nc(-c3ccco3)cc2C(=O)O)cc1	-14	-1	10	-6	-10	-6	5	-0.1	-2	22
NC(=O)[C@@H]1CC2(CC(c3cccc(NC(=O)COc4ccc(Cl)cc4)c3)=NO2)CN1C(=O)c1ccccc1 (stereo partly specified)	1	-1	-16	-7	15	-10	-22	-1.7	-1	16
COC(=O)CC1C(=O)NCCN1C(=S)Nc1cccc(C)c1 (stereo unspecified)	-4	-2	6	0	10	2	6	3.2	1	4
Cc1ccc(OCc2cc(C(=O)NCc3cc(F)ccc3C)no2)cn1	0	-3	-4	8	0	2	-4	0.4	0	-3
O=C(COC(=O)c1nc(Cl)ccc1Cl)c1ccccc1Cl	2	-1	-4	1	-3	0	-4	-0.2	1	-3
NC(COCc1ccccc1)c1csc(Nc2ccc(C(=O)NCCO)cc2)n1 (stereo unspecified)	-9	-1	.	-7	10	2	10	0.3	2	9
COC(=O)C1=C(C(=O)OC)[C@@H]2N(Cc3ccccc3)c3ccccc3[C@@]23C[C@@H](C(=O)OC)N(C(=O)CC(C)C)C3=N1	0	0	-9	-2	-9	-6	-14	-0.2	-3	2
COc1cc(-c2nnc(SC(C)C(=O)Nc3c(C)n(C)n(-c4ccccc4)c3=O)o2)cc(OC)c1OC (stereo unspecified)	-1	1	9	8	0	1	4	-1.6	4	-1
CC1(OC(=O)C2CCCC2)C(=O)C=C2C=C(c3ccsc3)N(c3ccccc3)C=C2C1=O (stereo unspecified)	4	0	39*	0	-11	-4	20	-1.4	0	19
COC(=O)c1ccccc1NC(=O)N1CCN(c2ccc(F)cc2)CC1	-1	-2	-4	0	-6	6	-10	0.3	-7	-2
COCCCNC(=O)c1c(N)n(/N=C/c2cccnc2)c2nc3ccccc3nc12	-1	-3	-1	17	15	4	-18	0.9	1	7

Molecules above that have a Cl atom, in the order listed:
SMILES	NR1D1 modulator	SMARCA2 activ	HTRA1 inh	ASAP1 GAP inh	ARFGAP1 inh	GC-B act	ABHD4 inh	PG9 Ab binder	GC-A act	rCAG RNA binder
NC(=O)[C@@H]1CC2(CC(c3cccc(NC(=O)COc4ccc(Cl)cc4)c3)=NO2)CN1C(=O)c1ccccc1 (stereo partly specified)	1	-1	-16	-7	15	-10	-22	-1.7	-1	16
O=C(COC(=O)c1nc(Cl)ccc1Cl)c1ccccc1Cl	2	-1	-4	1	-3	0	-4	-0.2	1	-3

Going on with the list.
SMILES	NR1D1 modulator	SMARCA2 activ	HTRA1 inh	ASAP1 GAP inh	ARFGAP1 inh	GC-B act	ABHD4 inh	PG9 Ab binder	GC-A act	rCAG RNA binder
Cc1noc(C)c1COc1ccc(C(=O)NCCc2ccc(F)cc2)cc1	-4	-3	-3	8	3	-6	-2	-0.2	-4	-2
COc1ccc(-n2c(=O)c(CCC(=O)N3CCN(c4cccc(OC)c4)CC3)nc3ccccc32)cc1	0	3	-5	1	-7	-2	-15	-0.6	-7	10
Cc1nc2ccc(NC(=O)Cc3c(F)cccc3Cl)cc2s1	6	3	-11	-9	-7	-2	-9	2.7	-3	3
Cc1ccsc1C(=O)N1CCC1(C)C(=O)NCCC#N (stereo unspecified)	-10	1	.	-6	4	2	5	1.3	2	3
CC1Cc2ccccc2N1C(=O)COC(=O)c1ccc(Br)o1 (stereo unspecified)	-1	-2	-14	-9	5	-1	-8	-0.6	3	-1
CC1(C)C(=O)NCCN1C(=O)c1ccc2nc(Cc3ccccc3F)oc2c1	-1	-4	-1	-8	-2	7	2	-0.7	4	-4
CN1CC(=O)N2C(c3cccc([N+](=O)[O-])c3)c3[nH]c4ccccc4c3C[C@H]2C1=O (stereo partly specified)	-8	-4	-5	9	3	-11	-1	-0.5	-32	3
O=C(CN(C(=O)c1csnn1)c1ccc(Cl)cc1)NCc1ccc2c(c1)OCO2	2	1	1	-5	-3	2	10	-0.5	-2	4
C[C@H](NC(=O)C1(c2ccccc2)CCN(C(=O)[C@H]2CSCN2C(=O)OC(C)(C)C)CC1)C(=O)O	-4	-1	0	-5	6	0	6	-1.7	-1	0
CC12CCC(=O)C=C1CCC1C2CCC2(C)C(c3csc(N)n3)CCC12 (stereo unspecified)	4	-7	-28	14	0	-3	19	0.1	-6	6
O=C(CC(Cc1ccccc1)C(=O)O)Nc1cccc(C(F)(F)F)c1 (stereo unspecified)	-2	0	0	2	4	-1	1	-1.5	2	7
CCOc1ccc(C(=O)N2CCCCCC2)cc1	2	1	-3	-6	-2	8	-5	0.1	-3	-4
O=C(Nc1ccc(-c2nc3ccccc3o2)cc1)c1ccc(N2C(=O)C3C4C=CC(C4)C3C2=O)cc1 (stereo unspecified)	11	-4	-21	-14	2	1	-37	-2.3	-5	6
Cc1ccc(C)c(NC(=S)N2CCN(CCO)CC2)c1	-2	2	3	-2	0	2	2	-2.5	0	1
CCOC1=C2CN(S(=O)(=O)c3ccc(C)cc3)C(c3cccc(Cl)c3)CC2NC(c2ccccc2)C1 (stereo unspecified)	5	0	.	0	12	7	-3	-0.3	-1	5
CCN1CCN(C(c2cc3cccc(C)c3[nH]c2=O)c2nnnn2Cc2ccccc2)CC1 (stereo unspecified)	0	-1	-12	-3	-1	9	-1	0.4	1	1
CN1CCN(NC(=O)c2cc(S(=O)(=O)Nc3ccc(Cl)cc3)ccc2Cl)CC1	-1	-3	4	4	-3	7	3	0.4	2	4
Cc1ccc(NC(=O)N2CCCC2C(=O)NCc2ccc(Cl)cc2)cc1 (stereo unspecified)	-6	-4	-1	1	-14	-10	-7	1.5	-1	1
COc1cccc(CN(C)CC2CCCN(CCc3ccccc3C)C2)c1 (stereo unspecified)	-1	-1	7	3	-10	-3	-3	-1.6	-6	-12
CN(Cc1ccco1)C(=O)c1cccc(S(=O)(=O)N2CCN(Cc3ccccc3)CC2)c1	-1	-1	2	-10	1	3	0	-1.7	1	-1
CCCCN1CC(=O)N2[C@H]3c4cc(C)ccc4OC[C@@H]3[C@H](C(=O)OCC)[C@]2(C)C1=O	0	0	-4	10	7	0	-3	-3.4	-3	-10
COCCn1c(N)c(N(Cc2ccccc2)C(=O)c2ccc3ccccc3c2)c(=O)[nH]c1=O	5	-2	0	-3	-2	2	6	1.4	-3	-2
CN(CC(=O)O)C(=O)c1ccccc1	-6	2	5	-12	-5	-6	-2	-0.1	4	-1
CCC(C)NC(=O)CCc1nc2ccccc2n1-c1ccccc1 (stereo unspecified)	3	2	5	-13	5	-3	1	-3.0	-4	-2

Looked up above.
COc1cccc(CN(C)CC2CCCN(CCc3ccccc3C)C2)c1 (stereo unspecified) in rCAG RNA binder = -12
CCCCN1CC(=O)N2[C@H]3c4cc(C)ccc4OC[C@@H]3[C@H](C(=O)OCC)[C@]2(C)C1=O in ABHD4 inh = -3
Cc1ccc(NC(=O)N2CCCC2C(=O)NCc2ccc(Cl)cc2)cc1 (stereo unspecified) in GC-B act = -10
CN(CC(=O)O)C(=O)c1ccccc1 in ABHD4 inh = -2
CCC(C)NC(=O)CCc1nc2ccccc2n1-c1ccccc1 (stereo unspecified) in GC-A act = -4
COCCn1c(N)c(N(Cc2ccccc2)C(=O)c2ccc3ccccc3c2)c(=O)[nH]c1=O in ARFGAP1 inh = -2

(further entries)
SMILES	NR1D1 modulator	SMARCA2 activ	HTRA1 inh	ASAP1 GAP inh	ARFGAP1 inh	GC-B act	ABHD4 inh	PG9 Ab binder	GC-A act	rCAG RNA binder
COc1ccc(Nc2ncc(F)c(N3CCOCC3)n2)cc1	1	4	-1	9	4	0	3	0.6	0	-2
CC(=O)Nc1ccc(SCC(=O)c2cc(C)n(C)c2C)cc1	-3	0	2	2	-5	-6	8	0.2	-2	0
CCCNC(=O)NC(=O)COC(=O)c1cccc(NS(=O)(=O)c2ccc(F)c(F)c2)c1	-1	0	-32	5	12	-1	-16	0.1	-2	13
CN1CCN(C(=O)CN2C(=O)COc3ccc(S(=O)(=O)N4CCOCC4)cc32)CC1	-4	-1	-1	8	5	2	5	-0.9	5	0
Cc1cc([N+](=O)[O-])ccc1NC(=O)Nc1ccccc1F	7	0	-1	9	8	-1	15	-0.1	3	5
CC1CCCN(C(=O)C2CCN(S(=O)(=O)c3cccc4cccnc34)CC2)C1 (stereo unspecified)	-7	-2	-7	18	-1	-25	-1	-1.9	-17	-1
C=CCOc1c2ccc(C(=O)NCCc3ccc(C)cc3)cc2nn1C	-2	0	0	5	1	3	5	2.2	-1	-4
O=C(COC(=O)c1ccc(F)cc1F)NCCNC(=O)COC(=O)c1ccc(F)cc1F	5	0	4	-8	-4	2	4	-2.3	3	-1
Cc1cc2ncn(C3CC(=O)N(Cc4ccccc4)C3=O)c2cc1C (stereo unspecified)	-1	-2	-8	4	20	5	4	0.5	5	-4
COc1ccccc1N1C(=NC(=O)CCc2ccccc2)SC2CS(=O)(=O)CC21 (stereo unspecified)	3	-1	1	6	3	-8	1	-1.3	0	-2
COc1ccc(/C=N/NC(=O)c2ccncc2)cc1Cn1nc([N+](=O)[O-])c(Br)c1C	-2	-2	-11	2	9	6	-62	-3.1	-3	3
COc1ccccc1Oc1ccc(NC(=O)c2ccc(Cl)cc2)cc1	-2	-2	-4	13	-1	-5	0	-3.7	3	2

Source: PubChem BioAssay (several laboratories)
